# CRFBP-R2 agonist – agonists of human CRF-binding protein/CRF-R2 receptor complex | HEK293 CRF-R2/CRF-BP, calcium dye fluorescence (FLIPR); percent of saturating CRF peptide response | activation, % at 13.2 µM | actives 0.46% (n = 350,000);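 active means activation of at least 50%, plus an integration ratio under a set limit after plate pattern correction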;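 further: plate controls were neutral control wells without compound for no effect and CRF at EC100 for full effect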
# CHRM4 antagonist – CHRM4 antagonism in calcium assay; P08173; CHO-hM4 cells, ACh EC80, Fluo-8 calcium fluorescence; inhibition, % at 3 µM; actives 0.73% (n = 360,000);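 active means inhibition above its plate's cutoff, the mean inhibition of sample wells plus 3 SD, cut at about 27% in these data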;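 further: 0% = acetylcholine EC80 with DMSO and 100% = DMSO without agonist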
# Target sequence (P08173 whole entry, looked up): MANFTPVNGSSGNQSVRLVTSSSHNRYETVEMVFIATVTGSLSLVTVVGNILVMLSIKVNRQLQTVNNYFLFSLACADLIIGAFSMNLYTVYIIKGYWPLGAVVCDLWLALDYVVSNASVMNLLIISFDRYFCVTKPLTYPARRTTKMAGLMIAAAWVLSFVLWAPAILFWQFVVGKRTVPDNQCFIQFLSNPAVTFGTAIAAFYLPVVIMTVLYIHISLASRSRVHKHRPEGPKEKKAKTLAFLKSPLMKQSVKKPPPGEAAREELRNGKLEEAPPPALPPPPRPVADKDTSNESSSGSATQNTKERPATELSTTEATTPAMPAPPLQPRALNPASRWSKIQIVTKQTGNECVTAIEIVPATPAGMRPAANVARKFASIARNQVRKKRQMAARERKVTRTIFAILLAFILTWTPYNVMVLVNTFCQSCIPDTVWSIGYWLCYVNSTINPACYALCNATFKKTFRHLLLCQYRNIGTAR
# CHRM1 PAM – human CHRM1 positive allosteric modulation. actives 0.088% (n = 360,000). CHO-K1 hM1, Fluo-8 calcium fluorescence, ACh EC20; 0% = ACh EC20, 100% = maximal ACh. activation, % at 3 µM; in the data active means activation above about 19%, passing the limit was not always enough
# CHRM5 PAM – potentiates acetylcholine response at human M5 receptor. P08912. CHO-K1 hM5, Fluo-8 calcium, ACh EC20 PAM; 0% = ACh EC20, 100% = ACh EC100. activation, % at 3 µM. actives 0.3% (n = 360,000). AID 624038;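 active means activation above the run cutoff, the mean activation of all test compounds plus 3 SD, cut at about 18% in these data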
# Target sequence (P08912 whole entry, looked up): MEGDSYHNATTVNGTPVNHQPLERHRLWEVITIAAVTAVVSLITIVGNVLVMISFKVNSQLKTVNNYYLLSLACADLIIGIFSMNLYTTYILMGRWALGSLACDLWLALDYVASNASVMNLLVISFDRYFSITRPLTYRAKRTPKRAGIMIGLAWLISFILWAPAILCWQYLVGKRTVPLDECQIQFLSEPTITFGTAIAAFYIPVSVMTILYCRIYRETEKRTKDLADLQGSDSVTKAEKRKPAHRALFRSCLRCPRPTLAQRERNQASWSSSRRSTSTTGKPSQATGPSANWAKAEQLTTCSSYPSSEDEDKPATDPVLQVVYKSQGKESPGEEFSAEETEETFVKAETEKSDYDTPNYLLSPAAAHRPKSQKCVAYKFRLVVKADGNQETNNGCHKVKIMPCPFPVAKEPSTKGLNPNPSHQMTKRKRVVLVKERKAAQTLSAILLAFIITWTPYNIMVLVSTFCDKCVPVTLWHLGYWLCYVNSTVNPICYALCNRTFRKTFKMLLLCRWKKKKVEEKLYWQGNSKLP
#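 Assay system – human M5 receptor in CHO-K1 cells · Read-out – % activation, ACh-normalized · Technique – Fluo-8 calcium fluorescence · Dosing – single-point, 3 µM nominal · Incubation – Fluo-8 loading 80 min at 37 °C plus 30 min room temperature · Repeats – singlicate, one well per test compound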
# CHRM4 agonist – CHRM4 agonism in calcium assay; P08173; CHO-K1 hM4/Gqi5, Fluo-8 calcium fluorescence; vehicle 0%, full acetylcholine response 100%; activation, % at 3 µM; actives 0.14% (n = 360,000); AID 624127;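 active means activation above the run mean over all test wells plus 3 SD, cut at about 32% in these data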;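 further: peak over basal fluorescence ratio per well then scaled between controls; 0% = DMSO wells and 100% = acetylcholine at EC100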
# CHRM5 antagonist – antagonists of human muscarinic M5 receptor (CHRM5) | P08912 | CHO-hM5 cells, Fluo-8 calcium fluorescence, ACh EC80 | inhibition, % at 3 µM | actives 0.59% (n = 360,000) | AID 624040;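 active means inhibition above a per-plate cutoff, the mean of that plate's test compounds plus 3 SD, cut at about 27% in these data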;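 further: 0% = acetylcholine EC80 with DMSO and 100% = DMSO without agonist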
# M4 PAM – positive allosteric modulators of human muscarinic M4 receptor. P08173. CHO-K1 hM4/Gqi5, Fluo-8 calcium fluorescence, ACh EC20; 0% = ACh EC20, 100% = maximal ACh. activation, % at 3 µM. actives 0.4% (n = 360,000);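 active means activation above its plate's cutoff, the mean activation of sample wells plus 3 SD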; further: some results filed as inactive read as strong as hits
# CHRM1 antagonist – antagonists of human M1 muscarinic receptor; actives 1.3% (n = 360,000); P11229; CHO-K1 hM1, Fluo-8 calcium fluorescence, ACh EC80 antagonist; inhibition, % at 3 µM;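 active means percent inhibition above its own plate's cutoff, namely the mean of that plate's compound wells plus 3 SD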;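 further: peak over basal fluorescence ratio during 140 s after agonist addition; 0% = ACh EC80 plus DMSO and 100% = DMSO alone without agonist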
# CHRM5 agonist – CHRM5 agonism in calcium assay | P08912 | CHO-K1 hM5 cells, Fluo-8 calcium fluorescence; 0% DMSO wells, 100% maximal acetylcholine response | activation, % at 3 µM | actives 0.19% (n = 360,000) | AID 624037;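 active means activation above the run's mean over test compounds plus 3 SD, cut at about 23% in these data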;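 further: signal is peak over basal fluorescence ratio across the kinetic read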
# * hit, by the source's call; / = no result given.
molecule	CRFBP-R2 agonist	CHRM4 antagonist	CHRM1 PAM	CHRM5 PAM	CHRM4 agonist	CHRM5 antagonist	M4 PAM	CHRM1 antagonist	CHRM5 agonist
COc1ccc2c(c1)C(c1ccc(C)o1)=NNC(c1ccccc1)=N2	0.9	-4	8	-6	0	3	-1	-4	-2
O=C(Nc1nc(-c2ccccc2)cs1)c1ccc2c(c1)S(=O)(=O)c1ccccc1C2=O	0.4	2	12	-3	1	3	-4	-12	-4
COC(CNC(=O)C1CCC(CNS(=O)(=O)c2c(C)cc(C)cc2C)CC1)OC (centres undefined)	-2.0	2	3	-3	1	13	2	-5	-1
COCc1cccc(-c2csc(C(C)(O)c3cccc(OC)c3)n2)c1 (centres undefined)	/	-10	-12	-9	11	0	-5	9	2
COc1ccc(Cn2c(=O)oc3ccccc32)cc1F	-0.7	-2	8	-3	1	2	0	-8	-4
Cc1ccc(O)c(NC(=O)CSc2ccc(Cl)cc2)c1	-2.6	-5	8	-15	8	9	-11	-3	-4
O=c1cc(C(F)(F)F)c2sc(N3CCCCC3)nc2[nH]1	0.6	-7	-8	-2	0	2	-7	-16	-12
CC(=O)NCCC(=O)Nc1cc(S(=O)(=O)N2CCOCC2)ccc1Oc1ccc(F)cc1	-0.4	3	8	0	0	10	3	-4	-4
CC1=C(C(=O)Nc2ccccc2)C(c2ccc(C(C)C)cc2)N2C(=O)CSC2=N1 (centres undefined)	1.1	-1	4	0	1	0	-3	-7	2
CS(=O)(=O)c1ccc(Nc2nc(C(N)COCc3ccccc3)cs2)cc1 (centres undefined)	/	7	0	0	2	1	-3	-11	0
O=C(Cn1cnc2ccccc21)N/N=C/c1ccco1	3.6	0	-3	-4	0	-2	-4	13	-1
Cc1nc(S/C(=C/c2ccc(-c3cccc(Cl)c3)o2)C(=O)O)n[nH]1	1.2	7	8	0	1	-6	0	-11	1
CN1CCN(c2ccc(S(=O)(=O)N3CCOCC3)cc2NC(=O)C2CCCCC2)CC1	0.8	-15	6	1	1	-4	6	-11	2
COc1ccc(C(=O)COC(=O)/C=C/c2ccco2)cc1F	2.6	-2	5	6	2	-4	4	-7	4
Cc1ccsc1/C=N/NC(=O)C(=O)NCC(C)C	0.1	-4	1	1	0	1	8	-6	-4
Cc1ccnc2nc(C(=O)OCC(=O)NC(=O)NCc3ccco3)nn12	0.1	1	3	6	1	-6	-3	-1	-2
C=CCS(=O)(=O)N1CCCC(C(=O)c2cccc(Cl)c2)C1 (centres undefined)	-0.9	5	-1	-4	1	3	-6	3	-2
CCOC(=O)CC1(C)Oc2cc(Cl)ccc2N1S(=O)(=O)c1ccc(C)cc1 (centres undefined)	/	24	/	-19	-1	31*	-16	/	-5
COc1ccc(-c2c(-c3ccc(OCC(=O)NN)cc3O)n[nH]c2C)cc1OC	-3.0	7	8	0	2	0	0	-4	-1
CCc1ccc(OCC(=O)N/N=C(\C)c2ccccc2OC(F)F)cc1	-1.6	9	-3	-3	-1	6	-9	-8	-4
CCn1c(Cc2c(C)[nH]c3ccccc23)nnc1SCC(N)=O	-0.7	2	12	-6	2	5	2	-13	2
O=C(NC1CCCC1)C(c1ccco1)N(Cc1ccccc1)C(=O)c1csnn1 (centres undefined)	-0.4	-1	-1	0	0	6	-6	1	0
Cc1ccc(S(=O)(=O)N2CCN(c3ccc4nnc(-c5ccccc5)n4n3)CC2)cc1	-1.8	-7	10	-3	0	3	6	-7	-1
O=C(CNC(=O)c1cccs1)Nc1ccc(N2CCOCC2)cc1	-0.3	-6	3	-5	0	8	2	0	0
Cn1c(=O)c2cc(NC(=S)NC3CC3)ccc2n1Cc1cccc(C(F)(F)F)c1	/	4	2	-3	3	4	1	-16	0
COc1ccc(S(=O)(=O)N[C@H](C(=O)N2CC[C@@]3(O)CCCC[C@H]3C2)c2ccccc2)cc1	0.4	4	-1	-5	4	-2	5	-28	0
C=CCSc1nc2ccccc2n1Cc1nnc(-c2cccs2)o1	-1.3	3	7	2	3	2	-5	-2	0
COc1ccccc1C(=O)N=C1SC2CS(=O)(=O)CC2N1c1ccccc1 (centres undefined)	-1.2	-1	-4	9	2	3	-3	10	-1
Cc1cc(NC(=O)c2ccccc2)ccc1NC(=O)c1ccccc1Cl	-6.5	-20	5	4	7	2	-3	-4	-3
Cc1ccc2[nH]c(CSc3ccccc3)cc(=O)c2c1	-0.5	-14	7	-3	8	3	1	-11	1
O=C(C[n+]1cc2ccccc2c2ccccc21)c1ccccc1	-0.1	-1	-11	-13	4	13	-11	9	-6
CCOCCCNC(=O)c1ccc(N2CCOCC2)c(NS(=O)(=O)c2ccc(OC)cc2)c1	-0.7	-2	7	1	1	8	-2	-3	-3
COC(=O)CCN1CCN(S(=O)(=O)c2cccc(Br)c2)CC1	-0.1	1	11	5	1	4	-5	-8	-1
COC(=O)c1c(NC(=O)Cn2cc([N+](=O)[O-])cn2)sc2c1CCC2	-2.1	-6	8	-1	0	-3	1	-26	-1
CCOC(=O)/C(C)=N/Nc1nc(-c2ccc(NC(C)=O)cc2)cs1	0.5	-4	1	-12	6	7	-7	0	4
CN1CCN(CC(=O)Nc2ccccc2Sc2ccccc2)CC1	-2.0	0	-17	-16	2	17	-10	-2	-10
CCOc1ccccc1NC(=O)C1C2C=CC(O2)C1C(=O)O (centres undefined)	-1.3	3	2	2	0	-6	7	11	1
Cc1cccc(NS(=O)(=O)c2ccc(C(=O)N3CCC3)cc2)c1C	-1.5	-21	2	-7	5	5	8	-2	9
Cc1ccc(NC(=O)C2CC(=O)N/C(=N/NC(=O)c3ccc(C)cc3)S2)cc1 (centres undefined)	-2.5	-10	10	1	0	-6	-1	-11	-3
COc1ccc(Nc2cc(C)c3c(O)cccc3n2)cc1	2.8	-8	-5	-9	8	9	-6	4	3
CC1CCC(C(C)C)C(NC(=O)c2ccncc2)C1 (centres undefined)	/	-8	-2	-7	-1	5	10	6	-1
O=S(=O)(Nc1cccc(S(=O)(=O)N2CCCC2)c1)c1cccs1	-5.0	-8	4	-4	1	21	3	-3	-1
CCOC(=O)N1CCN(C(=O)COc2ccc(Cl)cc2)CC1	-0.2	0	17	1	1	4	9	-33	0
Cc1ccc(NC(=O)COc2ccc(C3SCCS3)cc2)cc1	-1.1	3	-9	2	4	3	3	9	0
COC(=O)[C@@H](N)CS	0.3	-11	8	0	0	-1	4	-31	0
O=C(CN(Cc1ccc(F)cc1)C(=O)c1csnn1)NCc1ccccc1	-1.1	-2	15	2	2	5	8	-15	0
CCc1cc2c(COC(=O)c3c(C)noc3C)cc(=O)oc2cc1O	0.9	10	-1	-11	5	11	-19	2	3
CC(=O)Nc1ccc(Nc2nc3ccccc3n3cnnc23)cc1	-2.0	4	-4	-4	1	16	5	2	-2
CCOC(=O)C(C)n1cnc2c(nnn2-c2cccc(OC)c2)c1=O (centres undefined)	0.2	-6	7	3	1	1	4	-11	-2
CCCCN1C(=S)NC[C@@H]1C(C)CC (some centres undefined)	-0.3	1	3	6	1	7	1	-9	-8

# Some of the entries so far, with two lines to a compound.
# The line under a structure holds: CRFBP-R2 agonist | CHRM4 antagonist | CHRM1 PAM | CHRM5 PAM | CHRM4 agonist | CHRM5 antagonist | M4 PAM | CHRM1 antagonist | CHRM5 agonist
CCc1cc2c(COC(=O)c3c(C)noc3C)cc(=O)oc2cc1O
  0.9 | 10 | -1 | -11 | 5 | 11 | -19 | 2 | 3
CC(=O)Nc1ccc(Nc2nc3ccccc3n3cnnc23)cc1
  -2.0 | 4 | -4 | -4 | 1 | 16 | 5 | 2 | -2

# Going on with the list:
molecule	CRFBP-R2 agonist	CHRM4 antagonist	CHRM1 PAM	CHRM5 PAM	CHRM4 agonist	CHRM5 antagonist	M4 PAM	CHRM1 antagonist	CHRM5 agonist
O=C(Cc1ccc(F)cc1)N/N=C/c1ccncc1	-2.1	3	2	-5	1	4	3	-6	1
O=S1(=O)c2ccccc2OC(COCc2ccccc2)CN1Cc1ccccc1 (centres undefined)	6.1	-12	0	-2	3	-5	-5	-14	0
C=C(C)C(=O)Nc1cccnc1Oc1ccc(F)cc1	-1.1	1	9	-3	0	6	-9	-13	-2
Cc1cc(C)cc(N(CC(=O)NCc2ccccc2Cl)S(=O)(=O)c2c(C)[nH]c(=O)[nH]c2=O)c1	3.2	2	-2	4	-1	2	3	6	-2
COC(=O)CC1NCCNC1=O (centres undefined)	-0.9	19	11	2	0	0	6	-12	1
CC1CCN(S(=O)(=O)c2cccc(C(=O)O)c2)CC1	-0.9	-1	6	-6	0	6	7	-4	-4
COc1ccc(-c2nc3c4ccccc4ccn3c2Cc2ccc(C)cc2)cc1OC	/	8	-3	-3	-2	8	-9	-19	-5
COc1ccc(-c2csc(N(CC3CCCO3)C(=O)c3ccc(C)cc3)n2)cc1 (centres undefined)	-1.0	-16	3	-2	0	6	-3	-3	-3
CC1C(C#N)=C(SCC(N)=O)NC2=C1C(=O)CC(C)(C)C2 (centres undefined)	0.4	-7	2	-5	1	-4	4	3	-1
COCCNC(=O)C1(C)CCCN(C(=O)c2ccc(OC)c(OC)c2)C1 (centres undefined)	/	-6	2	0	1	-7	0	-7	2
Cc1ccc2nc(C)cc(N3CCOCC3)c2c1	-0.3	5	4	1	0	-3	5	-11	-1
O=C(CSc1nc2ccccc2s1)Nc1ccc2c(c1)OCO2	0.6	-12	2	1	8	-14	-4	0	3
COc1ccccc1OCc1ccc(C(=O)n2nc(C)c(Cl)c2C)o1	10	6	1	-4	-2	-1	2	-13	-3
COCCCn1c(SCC(N)=O)nnc1-c1ccccc1	-1.1	5	-3	-4	1	1	7	10	1
CCc1ccccc1NC(=O)C1CCCN(c2nccc(C)n2)C1 (centres undefined)	0.3	-10	-5	1	-1	12	-6	-2	-2
C=CCn1c(SCC(=O)Nc2ccc(C)cc2C)nnc1-c1cccnc1	-1.6	-2	12	5	1	2	-4	-16	0
O=C(COc1ccccc1)NCC(=O)N/N=C/c1ccc(Cl)cc1	-1.3	4	11	4	2	1	-4	2	-2
O=C(C(=O)N(Cc1ccccc1)Cc1ccccc1)c1c(-c2ccccc2)[nH]c2ccccc12	2.8	31*	-16	-17	19	21	-12	32	4
Clc1ccccc1-c1ncc2ccccn12	-0.8	-1	8	7	0	5	2	-16	-6
O=C(NCCc1ccc(F)cc1)C1CCC(=O)N(CC2CCCCC2)C1 (centres undefined)	0.8	-13	7	1	2	0	7	-11	0
C=CCOC(=O)CCC(=O)Nc1cccc2ccccc12	-2.0	0	8	0	0	2	12	-24	-3
Cc1cccc(C)c1OC(=O)CN1C(=O)c2ccccc2C1=O	0.4	13	9	-5	0	22	-4	-16	-4
Cc1ccc(Nc2nc(N)nc(CN3CCCCCC3)n2)cc1	-1.4	1	3	0	0	-6	-4	-16	-3
CN(Cc1ccc(F)cc1)C(=O)c1ccc(NS(=O)(=O)c2ccc3[nH]c(=O)[nH]c3c2)cc1	0.2	-4	8	3	1	6	7	-9	0
CCc1nc(CNC(=O)C2CCC(=O)N(CCc3ccc(OC)cc3)C2)cs1 (centres undefined)	-6.0	-6	11	0	1	-2	10	-9	-2

# Compounds as they come. Share with any hit: about 2.8%.
